KCNH2 3.1 block = KCNH2 3.1 (human) potassium channel inhibition; U2OS KCNH2 3.1, thallium flux FluxOr; hits give low values; activity change, % (tested at about 1.8 µM); 340,000 tested, 0.95% active; AID 720553;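 active = maximum activity change below -70%; inconclusive = maximum activity change from -70% to -50%; inactive = maximum activity change above -50%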;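 note: thallium influx rate constant from kinetic fluorescence after stimulation buffer; % is set by controls: 0 for no effect and ±100 for the full control effect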
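U2OS cells transduced with KCNH2 3.1 mutant virus (1.77 x 10^8 /mL, 4 h), plated overnight at 37 C, loaded 45 min with FluxOr dye plus Red40 quencher. Thallium flux rate constant from kinetic reads after stimulation buffer, normalised to controls.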
Rab9 promoter act = Rab9 promoter activation | Huh7 Rab9 promoter-luciferase reporter, luminescence, 24 h | Potency, µM (doses to about 9.22 µM), without a hit: at the top dose activation, negative = inhibition, usual class: activators | 320,000 tested, 2.8% active; note: potency is the fitted concentration of half-maximal effect; % of control where 0% means no effect; nearly all actives have a fitted effect of over 60% in size
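Measured in stably transfected Huh7 cells bearing a Rab9 promoter–luciferase construct: 24 h compound treatment at 37 °C, followed by luminescence detection.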
FLuc counter = firefly luciferase modulation, counter-screen for miR-21 project | P08659 | purified FLuc, Km substrates, luminescence inhibition | Potency, µM (doses to about 57.5 µM), without a hit: at the highest dose activity change, negative = inhibition, usual class: inhibitors | 360,000 tested, 6.9% active | AID 588342;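 note: potency is the fitted concentration of half-maximal effect; plate controls were vehicle for no effect and reference inhibitor for full effect; nearly all actives have a fitted effect of over 55% in size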
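Purified P. pyralis luciferase (10nM final) with 10uM D-luciferin and 10uM ATP (Km levels) in 50mM Tris acetate pH 7.5, 10mM Mg acetate, 0.01% Tween-20, 0.05% BSA; qHTS 6-point titration, ~60 µM downward; luminescence read.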
uPA surface inh = inhibitors of cell surface uPA generation. 330,000 tested, 0.31% active. cell surface uPA generation assay, qHTS. Potency, µM (top dose mostly 38.3 µM), inactives show at the top dose activity change, negative = inhibition, hits mostly inhibitors. AID 540303; active = well fitted inhibition curve with a large enough effect; inconclusive = small, poorly fitted or top-dose-only effect; inactive = no such curve, though single readings can be large or run the other way; tested in mouse RAW 264.7 cells; note: potency is the fitted concentration of half-maximal effect; % is set by controls: 0 for no effect and ±100 for the full control effect; nearly all actives have a fitted effect of over 55% in size
RORg inh = blocks mouse ROR gamma transcriptional activity | AID 2551 | Drosophila S2 Gal4-RORgamma UAS-luciferase reporter, 20 h | 310,000 tested, 5.4% active | P51450 | Potency, µM (series often up to 53.6 µM), for the others: at the highest dose activity change, negative = inhibition, hits mostly inhibitors; note: potency is the fitted concentration of half-maximal effect; % is set by controls: 0 for no effect and ±100 for the full control effect; nearly all actives have a fitted effect of over 60% in size
Target sequence (P51450 whole entry, looked up, the tested form may be a part): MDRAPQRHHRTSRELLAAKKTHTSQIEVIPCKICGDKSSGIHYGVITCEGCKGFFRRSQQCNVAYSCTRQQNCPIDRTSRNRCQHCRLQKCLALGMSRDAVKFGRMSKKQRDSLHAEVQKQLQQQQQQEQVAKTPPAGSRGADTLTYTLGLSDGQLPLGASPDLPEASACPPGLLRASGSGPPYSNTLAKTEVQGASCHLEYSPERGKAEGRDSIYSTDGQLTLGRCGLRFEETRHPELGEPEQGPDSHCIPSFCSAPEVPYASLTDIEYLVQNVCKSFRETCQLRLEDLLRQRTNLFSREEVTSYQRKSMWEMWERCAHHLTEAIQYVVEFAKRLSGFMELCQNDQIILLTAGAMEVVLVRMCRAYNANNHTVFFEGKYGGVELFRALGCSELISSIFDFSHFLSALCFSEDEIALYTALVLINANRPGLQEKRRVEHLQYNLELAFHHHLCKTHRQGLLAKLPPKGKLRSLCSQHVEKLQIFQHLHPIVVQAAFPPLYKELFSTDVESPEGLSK
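Luciferase reporter read in Schneider cells carrying Gal4-RORγ (mouse) and UAS-Photinus luciferase; cells given compound 1 h before 700 uM copper sulfate induction, then incubated 20 h at ambient temperature.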
FBPA coupling cs = inhibits coupling enzyme system, counter-screen for aldolase hits; coupling enzyme system counterscreen, AmpLite Red fluorescence; AID 2472; activity change, negative = inhibition, % at 58.2 µM, hits read low; 290,000 tested, 0.67% active; in the data active = activity change below about -30%; note: % is set by controls: 0 for no effect and ±100 for the full control effect
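Final compound at 57.5 uM, incubated 10 min at RT with coupling enzyme reagent (glyceraldehyde-3-phosphate), then 20 min with substrate and AmpLite Red detection. Fluorescence read at 525/598 nm; tests interference with the coupling assay, not aldolase inhibition.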
ELG1 genotoxic = induces genotoxicity in HEK293T cells with luciferase-tagged ELG1. HEK293T ELG1-luciferase reporter, luminescence, 16 h. AID 504466. Potency, µM (doses to about 46 µM), for the others: top-dose activity change, positive = activation, hits mostly activators. 330,000 tested, 1.3% active; note: potency is the fitted concentration of half-maximal effect; % of control where 0% means no effect; nearly all actives have a fitted effect of over 60% in size
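Genotoxic stress is detected as increased luminescence from luciferase-tagged ELG1 in HEK293T cells, measured with ONE-Glo after a 16 hr treatment at 37 °C.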
Tb PFK inh = T. brucei PFK enzyme inhibition | 330,000 tested, 0.17% active | T. brucei PFK, ADP-Glo luminescence | O15648 | Potency, µM (top dose mostly 57.5 µM), inactives show at the highest dose activity, negative = inhibition, most hits filed as inhibitors;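 note: potency is the fitted concentration of half-maximal effect; 0% = uninhibited 1x PFK enzyme wells and -100% = no-enzyme wells; nearly all actives have a fitted effect of over 60% in size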
Target sequence (O15648 whole entry, looked up): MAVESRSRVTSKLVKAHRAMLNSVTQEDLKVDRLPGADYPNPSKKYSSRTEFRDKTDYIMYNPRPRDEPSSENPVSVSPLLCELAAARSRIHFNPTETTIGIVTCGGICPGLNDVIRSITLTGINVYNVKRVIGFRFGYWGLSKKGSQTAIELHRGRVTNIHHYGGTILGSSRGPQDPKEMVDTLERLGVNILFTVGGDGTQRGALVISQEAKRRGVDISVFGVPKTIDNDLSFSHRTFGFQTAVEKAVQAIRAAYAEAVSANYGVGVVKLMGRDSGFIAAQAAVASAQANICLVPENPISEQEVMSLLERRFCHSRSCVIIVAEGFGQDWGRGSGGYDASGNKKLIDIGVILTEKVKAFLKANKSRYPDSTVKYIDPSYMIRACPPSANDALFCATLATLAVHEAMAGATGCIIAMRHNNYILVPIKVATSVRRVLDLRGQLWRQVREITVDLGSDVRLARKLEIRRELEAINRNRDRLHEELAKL
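Activity is normalized to no-enzyme wells (full inhibition) and 1.25 nM enzyme wells (no inhibition). Reaction: 0.5 mM F6P, 0.1 mM ATP, 45 min RT, ADP-Glo luminescence; concentration-response curves fitted and classed by quality.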
Giardia kill = Giardia lamblia killing; AID 540267; activity change, % at 7.66 µM, hits read low; 340,000 tested, 0.15% active; Giardia lamblia trophozoite viability; in the data active = activity change below about -80%; inconclusive = between about -30% and that limit;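 note: parasites exposed to compound for two days anaerobically before the ATP read; % is set by controls: 0 for no effect and ±100 for the full control effect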
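Media and compound were dispensed first, then trophozoites at 100 cells/well; plates sat 48 hrs at 37 deg C without oxygen before ATP luminescence reagent was added and read after 15-30 min at room temperature.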
Gal4-VP16 FLuc = inhibits Gal4-VP16 luciferase reporter, ROR gamma counter-screen. Drosophila S2 Gal4-VP16 UAS-luciferase, luminescence, 20 h. 310,000 tested, 3.5% active. Potency, µM (highest dose often 53.6 µM), inactives show top-dose activity, negative = inhibition, actives largely listed as inhibitors. AID 2546;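 note: Gal4-VP16 expression switched on by copper sulfate through the metallothionein promoter; potency is the fitted concentration of half-maximal effect; % is set by controls: 0 for no effect and ±100 for the full control effect; nearly all actives have a fitted effect of over 50% in size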
NPC1 promoter act = NPC1 promoter activation; Huh7 NPC1 promoter luciferase reporter, 24 h; Potency, µM (doses to about 9.22 µM), for inactives: at the top dose activation, most hits filed as activators; 320,000 tested, 2.4% active; AID 485313;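 note: potency is the fitted concentration of half-maximal effect; % of control where 0% means no effect; nearly all actives have a fitted effect of over 60% in size; reporter is driven by a mutant NPC1 promoter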
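In 1536-well qHTS, Huh7 cells harboring an NPC1 promoter–luciferase construct received compound for 24 h; activation was quantified by luminescence following luciferase reagent addition.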
* marks the source's active call; other numbers are inactive results; ? = inconclusive; . = no result given; & = joins results of further samples; [ ] = another dose, or the depositor's remark. Unless noted, calls come from the whole dose curve; as a rule, active = well fitted curve in the direction sought with a large enough effect; inconclusive = small, poorly fitted or top-dose-only effect, or another doubt; inactive = no such curve, though single readings can be large; an effect the other way counts as inactive or inconclusive. A portion of the library (hit frequency here may not be typical).

mol,KCNH2 3.1 block,Rab9 promoter act,FLuc counter,uPA surface inh,RORg inh,FBPA coupling cs,ELG1 genotoxic,Tb PFK inh,Giardia kill,Gal4-VP16 FLuc,NPC1 promoter act
C/C=C1\NC(=O)[C@@H](NC(=O)[C@H](CCc2ccc(O)cc2)NC(=O)[C@H](C)NC(=O)[C@H](O)CO)[C@@H](C)OC(=O)[C@H](C(C)C)NC(=O)[C@H](Cc2ccc(O)cc2)N(C)C(=O)[C@H](Cc2ccccc2)N2C(=O)C(CC[C@H]2O)NC1=O (some centres not stated),-5,.,.,20%,.,.,1%,0%,18,.,.
Nc1cccc(-c2nc3ccc(C(=O)c4ccccc4)cc3[nH]2)c1,-14,24%,0.76µM*,2µM*,-22%,-7,?,2%,-29,-19%,18%
COC(=O)C(=O)N1CC2(C)CNCC(C)(C1)C2=O,12,-11%,-1%,3%,-29%,3,1%,-2%,-6,1%,-3%
CC1(C)CC(N(CCc2ccccc2)Cc2ccccc2)CCO1 (configuration not stated),-2,-3%,-1%,1%,2%,3,-6%,2%,2,0%,-2%
CC(C)N1CCN(Cc2ccc3c(c2)OCCO3)CC1CCO (configuration not stated),-2,0%,-3%,13%,-21%,3,1%,-5%,-2,5%,-1%
O=C(c1ccc(N2CC3CC(C2)c2cccc(=O)n2C3)c([N+](=O)[O-])c1)N1CCCC1 (configuration not stated),-9,0%,10%,-3%,-8%,2,3%,10%,27,8%,-3%
CCCc1c(C)nc(-c2ccc(C)cc2)nc1OC(=O)N(C)C,-10,1%,0%,-5%,14%,0,1%,-11%,-6,9%,-2%
O=C1C=Cc2ccccc2C1=O,.,-5%,?,.,-1%,-82*,5%,?,.,0%,-2%
Oc1ccc(C(=C(Cl)Cl)c2ccc(O)cc2)cc1,.,0%,0%,.,-15%,3,-1%,0%,.,0%,0%
NC(Cc1ccccc1)c1nc2ccccc2[nH]1 (configuration not stated),27,13%,?,-1%,3%,1,10%,0%,-13,10%,18%
C=C(C)[C@@H]1CC[C@]2(C(=O)O)CC[C@]3(C)C(CCC4[C@@]5(C)CC[C@H](O)C(C)(C)C5CC[C@]43C)C12 (some centres not stated),-7,0%,-3%,15%,3.2µM*,0,-8%,0%,2,-6%,-14%
COc1ccc(CNCCc2ccc(Cl)cc2Cl)cc1,-36,-3%,-2%,-2%,-28%,3,-1%,0%,-23,3%,-1%
CCOc1cc(C2NCc3ccccc3-n3cccc32)ccc1O (configuration not stated),-23,0%,-1%,-5%,3%,3,1%,-2%,-6,-1%,-2%
CCC(CC)N1CCN(Cc2nc3ccccc3c(=O)n2-c2ccc(F)cc2)CC1,-5,0%,-2%,11%,-35%[1.91 µM],3,-2%,3%,43[activator],7%,-2%
O=C(CCCn1c(=O)[nH]c2cc(Cl)ccc2c1=O)N1CCC2(CC1)OCCO2,0,-3%,-2%,0%,21%,0,-4%,3%,-28,-2%,-2%
CC(=O)OC1(Cc2ccccc2)CN2CCC1c1ccccc12 (configuration not stated),-1,-4%,-2%,1%,-8%,-9,-4%,2%,16,-1%,-1%
O=C(CN1CCCC1)Nc1ccc(Cl)cc1C(=O)c1ccccc1,21,10%,-1%,-1%,-6%,13,0%,0%,-9,-9%,-3%
O=C(C1=C[C@H](c2ccc(Br)cc2)C[C@H](OCCCCO)O1)N1CCN(Cc2ccc3c(c2)OCO3)CC1,?,-5%,3%,?,-87%,1,-10%,-1%,18,?,-7%
C=C(C)CN1CC[C@]23c4c5ccc(O)c4O[C@H]2c2[nH]c4ccccc4c2C[C@@]3(O)C1C5,.,-3%,2%,.,-5%,-1,.,-2%,.,-20%,-7%
O=C1NC(=O)C(=Cc2coc3ccc(O)cc3c2=O)C(=O)N1,6,-4%,-9%,-18%,-1%,7,1%,-14%,?,-6%,1%
C[N+](C)(C)CC(=O)O,0,-1%[46.1 µM],-1%,11%,.,.,-11%,0%,14,.,3%[46.1 µM]
CC(=O)c1ccccc1NC(=O)C1C2CCC(O2)C1C(=O)O (configuration not stated),.,0%,0%,.,-18%,-2,24%,14%,.,-9%,0%
Cc1ccc2c(c1)C1CN(C)CCC1N2C(=O)Nc1cccc(C(F)(F)F)c1 (configuration not stated),-21,-2%,0%,-3%,-19%,-1,8%,1%,-9,1%,-4%
Cc1ccc(S(=O)(=O)N2CCCCC2)cc1NC(=O)CSc1ncnc2ccccc12,-6,0%,-17%,-4%,?,-2,-15%,0%,0,-21%,-7%
CCc1cc(=O)oc2cc(OCC(=O)N3C[C@H]4C[C@@H](C3)c3cccc(=O)n3C4)c(Cl)cc12,-5,-1%,2%,5%,10%,1,5%,0%,-1,-1%,1%
COC(=O)C(NC(=S)N1CC2C[C@@H](C1)Cn1c2cccc1=O)C(C)C (some centres not stated),0,1%,1%,2%,9%,0,0%,0%,9,0%,4%
Cc1cccc(N2C(=O)NC(=O)/C(=C\c3cc(C)n(-c4sc5c(c4C#N)CCCC5)c3C)C2=O)c1C,-3,0%,?,2%,29%,1,0%,0%,5,4%,0%
CCC(=O)N1N=C(c2c(O)n(C)c(=O)n(C)c2=O)CC1c1ccccc1 (configuration not stated),-8,-14%,5%,-9%,11µM*,0,?,-4%,4,-10%,-12%
C=C[C@@H]1C[C@@]1(C)[C@@H](NP(=O)(c1ccccc1)c1ccccc1)c1ccccc1,-13,3%,2%,-17%,-20%&8%,2&2,-3%,6%,18,?,-3%
C=Cn1ccnc1P(=S)(c1c(C)nn(-c2ccccc2)c1C)c1nccn1C=C,-3,-4%,3%,7%,2%,1,0%,2%,11,-9%,20%
[O-][n+]1onc2c1CCC1N(O)CCC21O (configuration not stated),-6,3%,0%,.,-8%,1,-2%,6%,-8,-14%,-2%
O=C1NC(=O)C(CCc2ccncc2)(Cc2ccc(OCc3ccccc3)cc2)C(=O)N1,-9,-8%,1%,0%,6%,3,0%,2%,17,-7%,-2%
COc1ccc(NC2=NC(C)(C)CS2)cc1,6,?,?,0%,-40%,5,?,-15%,4,-3%,?
CCc1ccc(/C=C2\SC(=S)N(CCC(=O)N3CCN(C)CC3)C2=O)cc1,-2,-6%,2.7µM*,?,-17%,-1,-1%,0%,15,3%,-6%
CC(C)n1c(N2CCN(S(=O)(=O)c3cccc([N+](=O)[O-])c3)CC2)nc2ccccc21,?,0%,3%,2%,?,-1,-6%,3%,-17,0%,-7%
CSc1ccc(C(=O)C(C)(C)N2CCOCC2)cc1,3,-2%,4%,6%,-15%,-2,-4%,-1%,33[activator],6%,-2%
N=Cc1c(O)n(-c2cccc(Cl)c2)c(=O)[nH]c1=O,-9,-4%,0%,-1%,-24%,2,2%,0%,10,2%,-8%
Cc1ccc(N2C(=O)CC(=O)NC2=O)c(C)c1,1,0%,4%,2%,10%,1,2%,-2%,-1,-1%,-1%
Brc1ccccc1,7,1%,1%,-6%,14%&-8%,3,1%,4%,18,-15%&-6%,1%
CCOC(=O)C1(c2ccccc2)CCN(CC(=O)Nc2cccc3ccccc23)CC1,-13,-6%,-1%,12%,22%,1,-5%,1%,6,-1%,-4%
CCCCCOc1ccc(C)cc1CN(CCCl)CCCl,-12,-4%,-2%,-4%,?,-5,0%,-3%,6,?,-2%
COC(=O)C1=Nc2ccccc2/C1=C\c1c(O)n(-c2ccc(Br)cc2)c(=O)[nH]c1=O,-8,-2%,-21%,-1%,?,11,1%,9%,-22,?,0%
CN1C2CCC1CC(OC(c1ccccc1)c1ccccc1N)C2 (configuration not stated),-48,-5%[46.1 µM],.,-4%,0%,3,.,.,7,6%,14%[46.1 µM]
Nc1ccc2c(c1)Cc1cc([N+](=O)[O-])ccc1-2,1,?,-5%,-15%,-16%,0,?,2%,-9,0%,30%
Cc1ccc(-c2nc(CS(=O)CC(=O)N3CCC4(CC3)OCCO4)c(C)o2)cc1 (configuration not stated),.,-9%,0%,.,19%,2,0%,-3%,.,-16%,-1%
